bIAP activator = increases bovine intestinal alkaline phosphatase activity; purified bovine IAP, CDP-star luminescence, 30 min; stronger effect = higher value; fold of DMSO-control signal, blank-subtracted; activation factor at 20 µM; hit rate 0.17% among 200,000; AID 1016;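 active = activation factor of 2 or more at 20 µM, a signal rise over negative controls twice the positive control's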
L major viab = reduces viability of Leishmania major promastigotes; resazurin fluorescence viability; hit rate 9% among 200,000; inhibition, % at 10 µM; in the data active = inhibition above about 50%;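 note: promastigotes grown with compound for 44 hours at 28 °C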
Diaph inh CS = inhibits diaphorase or chemically oxidizes, flagging diaphorase assay artifacts; hit rate 0.69% among 190,000; AID 1217; diaphorase resazurin-to-resorufin fluorescence, NADH, 16 min; bacterial (C. kluyveri) enzyme, not human; inhibition, % at 20 µM;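 active = primary screen inhibition at 20 µM above a set limit, cut at about 50% in these data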;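 note: plate controls were DMSO with full reaction for no effect and wells lacking NADH for full effect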
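Assay system – diaphorase enzyme from Clostridium kluyveri · Amount – diaphorase 0.14 U/mL (working solution) · Times – reaction incubation of 16 min at room temperature · Controls – No-NADH positive control and DMSO neutral control · Signal – resorufin fluorescence 544/590 nm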
Diaph act CS = counter-screen for diaphorase-based assays: diaphorase activators and chemical reducers; Diaphorase/resazurin coupled assay, resorufin fluorescence, 16 min; stronger effect = higher value; 1 = vehicle wells, 0 = NADH-free wells; activation factor at 20 µM; hit rate 0.005% among 190,000; AID 1229;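 active = diaphorase activity raised at least twofold by the compound at 20 µM; inactive = activation factor below 2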
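Assay system: Purified diaphorase enzyme from Clostridium kluyveri | Amount: Enzyme 0.07 U/mL final | Dosing: Compound 20 µM once, DMSO 1% | Timing: 16 min reaction at room temperature | Detection: Fluorescence, excitation 544 nm and emission 590 nm | Evaluation: Higher resorufin formation from activation or reduction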
TNAP inh noacc = TNAP (human) inhibition, acceptor-free conditions | inhibition, % at 20 µM | P05186 | hit rate 0.26% among 200,000 | purified TNAP, CDP-star luminescence, 30 min;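 active = tissue-nonspecific alkaline phosphatase inhibition above about 50% at 20 µM in the single-dose screen, limit read from the data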;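 note: 0% = DMSO negative control and 100% = EDTA positive control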
Target sequence (P05186 whole entry, looked up): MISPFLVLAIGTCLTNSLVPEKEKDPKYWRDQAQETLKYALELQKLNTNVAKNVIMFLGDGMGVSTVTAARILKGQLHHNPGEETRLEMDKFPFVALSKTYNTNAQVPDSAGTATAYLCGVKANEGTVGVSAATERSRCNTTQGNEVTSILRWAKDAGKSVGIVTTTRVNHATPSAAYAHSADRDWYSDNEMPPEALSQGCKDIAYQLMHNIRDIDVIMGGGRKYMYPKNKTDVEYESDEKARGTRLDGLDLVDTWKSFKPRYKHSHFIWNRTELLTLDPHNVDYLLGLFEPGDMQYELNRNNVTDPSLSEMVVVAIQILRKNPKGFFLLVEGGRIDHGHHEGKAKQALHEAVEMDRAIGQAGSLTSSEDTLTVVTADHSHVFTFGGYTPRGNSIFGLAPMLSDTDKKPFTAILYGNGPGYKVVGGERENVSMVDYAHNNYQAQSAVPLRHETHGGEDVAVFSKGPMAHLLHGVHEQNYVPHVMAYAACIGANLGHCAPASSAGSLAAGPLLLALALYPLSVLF
PMI act = activators of human phosphomannose isomerase; activation factor at 20 µM; hit rate 0.005% among 190,000; purified human PMI, coupled resazurin fluorescence, 20 min; stronger effect = higher value; 1 = vehicle control, 0 substrate-free wells;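 active = activation factor of 2 or more at 20 µM, relative to plate controls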
Target sequence (P34949 whole entry, looked up): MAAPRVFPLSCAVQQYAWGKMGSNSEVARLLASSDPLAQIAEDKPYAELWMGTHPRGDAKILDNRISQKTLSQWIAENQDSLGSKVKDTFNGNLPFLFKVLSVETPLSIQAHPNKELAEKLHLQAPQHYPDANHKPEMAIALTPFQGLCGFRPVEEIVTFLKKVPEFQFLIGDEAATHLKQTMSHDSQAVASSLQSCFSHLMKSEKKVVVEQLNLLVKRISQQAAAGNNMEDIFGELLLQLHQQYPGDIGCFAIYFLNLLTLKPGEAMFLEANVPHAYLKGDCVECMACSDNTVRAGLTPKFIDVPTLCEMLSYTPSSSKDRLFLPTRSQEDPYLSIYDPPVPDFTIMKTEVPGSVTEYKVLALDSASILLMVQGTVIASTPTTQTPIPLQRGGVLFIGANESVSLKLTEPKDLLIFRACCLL
TNAP inh hi DEA = TNAP (human) inhibition, high acceptor | AID 1135 | P05186 | purified TNAP, CDP-star luminescence, 1 M DEA | hit rate 0.03% among 200,000 | inhibition, % at 20 µM;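 active = over 50% inhibition of tissue-nonspecific alkaline phosphatase at 20 µM in the single-dose screen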;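 note: plate controls were DMSO wells for no effect and EDTA-quenched wells as full inhibition for full effect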
TNAP act hi DEA = TNAP (human) activation, high acceptor; P05186; purified TNAP, CDP-star luminescence, 1 M DEA, 30 min; stronger effect = higher value; 0 = EDTA background, 1 = DMSO-only activity; 200,000 tested, under 10 active; activation factor at 20 µM;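 active = activation factor at least 2 at 20 µM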
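system = human TNAP | amount = enzyme diluted 1/800 final | reagent = 100 µM CDP-star substrate | signal = luminescent substrate turnover signal | dosing = one dose, 20 µM | benchmarks = EDTA negative control, DMSO positive control | measure = activation factor | timing = 30 min reaction, room temperature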
PMI act hi M6P = increases human PMI activity with near-saturating mannose 6-phosphate. P34949. coupled PMI enzyme assay, resazurin fluorescence, 20 min; stronger effect = higher value; 1 = untreated enzyme, 0 = substrate-free blank. activation factor at 20 µM. hit rate 0.34% among 190,000. AID 1216;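 active = activation factor of 2 or more at 20 µM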
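Technique: Diaphorase-driven resazurin-to-resorufin fluorescence, excitation 544, emission 590 nm | Assay system: Human PMI in coupled enzyme assay | Times: Enzyme reaction with compound 20 min at room temperature | Medium: HEPES-buffered pH 7.4 with magnesium and detergent | Reagent: Mannose-6-phosphate 1.0 mM (near-saturating) plus 0.22 mM NADP+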
bIAP inhibitor = blocks bovine intestinal alkaline phosphatase activity; purified bovine IAP, CDP-star luminescence, 30 min; inhibition, % at 20 µM; 190,000 tested, under 10 active;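 active = over 50% inhibition of intestinal alkaline phosphatase at 20 µM in the single-dose screen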
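System: Purified bovine intestinal alkaline phosphatase (IAP) enzyme | Input: IAP diluted 1/65,000,000 in the well | Also added: CDP-star chemiluminescent phosphatase substrate, 30 µM final | Dosing: 20 µM single dose | Times: Enzyme reaction for 30 min at room temperature | Detection: Luminescence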
Numbers without * were called inactive.

SMILES | bIAP activator | L major viab | Diaph inh CS | Diaph act CS | TNAP inh noacc | PMI act | TNAP inh hi DEA | TNAP act hi DEA | PMI act hi M6P | bIAP inhibitor
COCCN(C(=O)CSc1nnc(-c2cccc(OC)c2)n1C)c1c(N)n(Cc2ccccc2)c(=O)[nH]c1=O | 1.2 | -0.5 | -5.4 | 1.1 | -6.4 | 1.2 | -3.9 | 1 | 1.1 | -17.2
Cc1c(C(=O)NCc2ccccc2)oc2ccc(S(=O)(=O)N3CCC4(CC3)OCCO4)cc12 | 1 | 10.0 | 20.6 | 0.8 | -7.4 | 0.9 | 1.3 | 1 | 0.9 | -4.9
CCC(=O)c1ccc(OCC(O)CNCc2ccc(F)cc2)cc1 (configuration not stated) | 1.1 | 79.7* | 7.2 | 0.9 | -5.5 | 1 | 2.1 | 1 | 0.9 | -13.1
Cc1ccccc1OCCNCC(C)O (configuration not stated) | 1 | -3.9 | 19.6 | 0.8 | -12.9 | 0.9 | -5.1 | 1.1 | 1 | -3.0
COc1ccccc1N1CCN(S(=O)(=O)c2ccc3nc(-c4ccccc4)[nH]c3c2)CC1 | 1 | 56.8* | 13.6 | 0.9 | -1.5 | 1 | -3.9 | 1 | 1 | -4.5
O=C(CCc1ccc(S(=O)(=O)NCc2ccccc2)cc1)NCc1ccc2c(c1)OCO2 | 0.7 | -2.5 | 21.3 | 0.8 | -9.8 | 0.9 | -6.1 | 1.1 | 1 | 25.6
COc1ccc(N2CC(C(=O)N/N=C/c3cc([N+](=O)[O-])ccc3O)CC2=O)cc1 (configuration not stated) | 0.9 | -4.0 | 54.9* | 0.5 | -3.8 | 0.8 | 10.8 | 0.9 | 1.1 | 9.2
COC(=O)c1cccc(Oc2nc3c(c(=O)n(C)c(=O)n3C)n2C(C)C)c1 | 1 | 9.9 | 11.2 | 0.9 | -0.8 | 0.9 | 0.9 | 1 | 0.9 | 1.7
COCCNC(=O)C(OC(=O)c1cccs1)c1ccc(F)cc1 (configuration not stated) | 1 | -3.3 | 9.0 | 0.9 | -4.4 | 1 | -5.5 | 1.1 | 1 | 4.4
COc1ccc2cc(C(=O)Nc3c(C)n(C)n(-c4ccccc4)c3=O)sc(=O)c2c1OC | 1 | -4.2 | 5.7 | 0.9 | -6.7 | 1 | 2.3 | 1 | 1 | -1.7
CCOc1ccc(NCC2CCOC(C)(C)C2)cc1 (configuration not stated) | 0.9 | -6.3 | 28.4 | 0.7 | -8.9 | 0.8 | -3.4 | 1 | 0.5 | 5.2
O=C(O)c1cccc(NC(=O)C2C3C=CC(C3)C2C(=O)OCC(F)(F)C(F)F)c1 (configuration not stated) | 0.9 | -3.4 | 18.3 | 0.8 | -13.6 | 0.9 | -3.5 | 1 | 0.9 | 10.0
O=C(O)C1CCCN1S(=O)(=O)c1ccc(Cl)c(Cl)c1 (configuration not stated) | 0.8 | -2.1 | 5.5 | 0.9 | -7.3 | 1.1 | -5.5 | 1.1 | 1.1 | 15.0
CCOC(=O)C(C)Oc1ncnc2cccc(F)c12 (configuration not stated) | 0.8 | -6.0 | -2.9 | 1 | -8.6 | 1.1 | -2.6 | 1 | 1.1 | 15.6
COc1cccc(-c2nc(-c3ccccn3)no2)c1OC | 1 | -0.3 | 13.4 | 0.9 | -10.3 | 0.9 | -2.1 | 1 | 0.9 | 4.2
COc1ccc(OC)c(NC(=O)C(=S)NC2CCCCC2)c1 | 1.1 | 0.0 | 10.7 | 0.9 | -15.5 | 0.9 | -4.0 | 1 | 0.8 | -6.4
Brc1cccc(-c2nnc3n2CCC3)c1 | 1 | -4.9 | 9.8 | 0.9 | -11.7 | 1.1 | -6.8 | 1.1 | 1 | 1.7
COc1cccc2cc(C(=O)N3CCc4ccccc4C3)c(=O)oc12 | 1 | 11.3 | 16.3 | 0.8 | -16.3 | 1 | -9.1 | 1.1 | 1 | -0.1
Cn1c(=O)c2c(nc(N3CCN(c4ccccc4)CC3)n2CCCc2ccccc2)n(C)c1=O | 0.9 | 13.7 | 23.6 | 0.8 | -2.9 | 0.8 | 0.4 | 1 | 0.8 | 9.0
COc1ccc(Cn2c(SCC(=O)NCc3ccco3)nc3ccsc3c2=O)cc1 | 0.9 | 10.0 | 15.0 | 0.8 | -9.3 | 0.9 | -0.1 | 1 | 0.9 | 14.6
Cc1ccnc(N2C(=O)CSC2c2ccc(Cl)cc2)c1 (configuration not stated) | 0.9 | -3.1 | 15.1 | 0.8 | -16.8 | 0.8 | -1.7 | 1 | 0.9 | 6.5
CCOc1ncnc2c1oc1nc(CC(C)C)c3c(c12)CC(C)(C)OC3 | 1 | 10.2 | 18.3 | 0.8 | -4.0 | 0.9 | -4.7 | 1 | 0.9 | -3.5
CCOC(=O)c1sc(NC(=O)CSc2nnc(-c3ccco3)o2)c(C(=O)OCC)c1C | 0.9 | 8.2 | 28.0 | 0.7 | -4.9 | 0.8 | -2.5 | 1 | 0.8 | 6.3
CCOC(=O)c1sc(NC(=O)c2ccc(OC)cc2)nc1C | 1.1 | -7.9 | -8.5 | 1.1 | -4.3 | 1.1 | -1.1 | 1 | 1.1 | -5.9
COc1ccc(S(=O)(=O)NC(CC(=O)NCCc2ccc(OC)c(OC)c2)C(C)C)cc1 (configuration not stated) | 1.1 | -9.0 | 5.8 | 0.9 | -10.7 | 1.1 | -4.6 | 1 | 0.9 | -8.3
CN(C)S(=O)(=O)c1ccc(NC(=O)C2CC3C=CC2C3)cc1 (configuration not stated) | 0.9 | -3.7 | 10.5 | 0.9 | -10.8 | 1 | 0.2 | 1 | 1 | 10.6
O=c1c2cc(Br)ccc2[nH]c(=S)n1Cc1ccccn1 | 0.9 | -3.6 | 14.1 | 0.9 | -2.0 | 1 | 0.3 | 1 | 1.1 | 10.5
O=C(/C=C/c1cnc2ccccc2n1)NC1CCCCCC1 | 0.9 | 1.3 | 11.9 | 0.9 | 7.3 | 0.9 | 2.3 | 1 | 0.9 | 9.1
CC1(C)CC(=O)C=C(NCc2ccco2)C1 | 1 | -1.3 | 0.0 | 1 | -2.7 | 1 | -3.7 | 1 | 1.1 | -2.3
O=C(/C=C/c1ccccc1Cl)c1ccc[nH]1 | 1 | 73.7* | 7.2 | 0.9 | -3.1 | 1 | 1.4 | 1 | 1 | 1.5
O=c1ccc2ccc(Oc3ccc(Cl)cc3[N+](=O)[O-])cc2o1 | 0.9 | -4.2 | 21.3 | 0.8 | -0.5 | 1 | 2.4 | 1 | 1 | 7.9
Nc1nc(N)c2sc3nc(C(F)(F)F)cc(C(F)(F)F)c3c2n1 | 1 | 3.4 | 15.2 | 0.8 | -0.9 | 1 | 5.3 | 0.9 | 0.9 | 0.7
CCC(=O)N1c2ccccc2NC2=C(C(=O)CCC2)C1c1cccnc1 (configuration not stated) | 0.9 | -5.6 | 14.0 | 0.9 | 2.9 | 1.1 | -9.0 | 1.1 | 1.1 | 5.6
Cc1nn2c(-c3cccc(NC(=O)CSc4nc5ccccc5o4)c3)nnc2c2ccccc12 | 1 | 12.0 | 11.4 | 0.9 | -7.0 | 1.1 | -1.0 | 1 | 1.1 | -2.0
Cc1ccc(-n2c(C)cc(/C=C3\NC(=O)NC3=O)c2C)c(C)c1 | 0.9 | 4.3 | 21.8 | 0.8 | -6.4 | 0.9 | -0.2 | 1 | 0.6 | 6.3
COc1ccc(N2C(=O)C3CCCCC3C2=O)cc1NC(=O)c1ccccc1 (configuration not stated) | 1.1 | -5.9 | 17.8 | 0.8 | -7.1 | 0.9 | -2.9 | 1 | 0.9 | -9.8
CN(CC(O)COc1ccccc1F)C1CCCCC1 (configuration not stated) | 0.9 | 8.7 | 3.3 | 1 | -11.0 | 1 | -3.8 | 1 | 1 | 5.1
CCOC(=O)N1CCN(C(=O)c2cccc(NS(=O)(=O)c3ccc(F)c(F)c3)c2)CC1 | 1.4 | -5.6 | 6.6 | 0.9 | -8.9 | 1.1 | -5.3 | 1.1 | 1.1 | -35.2
CC(=O)c1cc2c(C)cc(=O)oc2cc1O | 0.7 | 0.4 | 7.1 | 0.9 | -9.8 | 1 | 1.0 | 1 | 0.9 | 30.6
CCCCn1nc(C(=O)OCC(=O)Nc2sccc2C(N)=O)c2ccccc2c1=O | 1 | -7.0 | 19.8 | 0.8 | -4.5 | 0.9 | -0.4 | 1 | 1 | -0.9
c1ccc(-c2nnc(SCc3cn4ccsc4n3)o2)cc1 | 0.9 | -2.7 | 2.4 | 1 | -13.4 | 1 | -5.6 | 1.1 | 1.1 | 7.7
N#C/C(=C\c1cccc([N+](=O)[O-])c1)c1ccccn1 | 1 | 34.0 | -5.6 | 1.1 | -10.9 | 1.1 | -1.7 | 1 | 1.1 | -1.8
CCn1c(Cc2ccccc2)nnc1SCC(=O)Nc1ccc2c(c1)OCO2 | 0.9 | 3.4 | 12.7 | 0.9 | -13.6 | 0.9 | -4.6 | 1 | 0.9 | 6.1
O=C(OCCNC(=O)c1ccc2ccccc2n1)c1cccnc1 | 1 | 31.1 | -0.1 | 1 | -11.8 | 1.1 | -5.8 | 1.1 | 1 | 2.8
COc1ccc(NC(=O)CCCNS(=O)(=O)c2cccs2)cc1 | 0.8 | -3.6 | 13.2 | 0.9 | -10.3 | 0.9 | -1.6 | 1 | 1 | 18.2

Complete entries from above:
COc1ccc(NC(=O)CCCNS(=O)(=O)c2cccs2)cc1 as listed: bIAP activator = 0.8; L major viab = -3.6; Diaph inh CS = 13.2; Diaph act CS = 0.9; TNAP inh noacc = -10.3; PMI act = 0.9; TNAP inh hi DEA = -1.6; TNAP act hi DEA = 1; PMI act hi M6P = 1; bIAP inhibitor = 18.2
c1ccc(-c2nnc(SCc3cn4ccsc4n3)o2)cc1 as listed: bIAP activator = 0.9; L major viab = -2.7; Diaph inh CS = 2.4; Diaph act CS = 1; TNAP inh noacc = -13.4; PMI act = 1; TNAP inh hi DEA = -5.6; TNAP act hi DEA = 1.1; PMI act hi M6P = 1.1; bIAP inhibitor = 7.7

Individual results from the results shown.
`c1ccc(-c2nnc(SCc3cn4ccsc4n3)o2)cc1` | PMI act = 1
`O=C(OCCNC(=O)c1ccc2ccccc2n1)c1cccnc1` | PMI act = 1.1
`CCn1c(Cc2ccccc2)nnc1SCC(=O)Nc1ccc2c(c1)OCO2` | Diaph act CS = 0.9
